Screens from PubChem.
PI4K2A block = PI4K2A (human) kinase inhibition | Q9BTU6 | purified PI4K2A, ADP-Glo luminescence, 1 h; hits give low values | activity change, negative = inhibition, % at 76.9 µM | 420,000 compounds, 0.13% hits; in the data active means activity change below about -50%; inconclusive means mostly about -30% to -49%;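 further: -100% = wells without enzyme as full effect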
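In this quantitative HTS, ADP production by PI4K2A was quantified luminescently after 1 h at ambient temperature; 100 microM adenosine served as plate-quality control.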
TrxR1 substrate = is turned over as a substrate by rat TrxR1; 390,000 compounds, 0.01% hits; Potency, µM (highest dose often 114 µM), inactives show top-dose activity change, negative = substrate turnover; O89049; AID 588456; purified TrxR1 substrate turnover, NADPH consumption readout; further: potency means the concentration at half of the fitted maximal effect; on the % scale 0 is the no-effect control and ±100 the full control effect; nearly all actives have a fitted effect of over 50% in size
Target sequence (O89049 whole entry, looked up): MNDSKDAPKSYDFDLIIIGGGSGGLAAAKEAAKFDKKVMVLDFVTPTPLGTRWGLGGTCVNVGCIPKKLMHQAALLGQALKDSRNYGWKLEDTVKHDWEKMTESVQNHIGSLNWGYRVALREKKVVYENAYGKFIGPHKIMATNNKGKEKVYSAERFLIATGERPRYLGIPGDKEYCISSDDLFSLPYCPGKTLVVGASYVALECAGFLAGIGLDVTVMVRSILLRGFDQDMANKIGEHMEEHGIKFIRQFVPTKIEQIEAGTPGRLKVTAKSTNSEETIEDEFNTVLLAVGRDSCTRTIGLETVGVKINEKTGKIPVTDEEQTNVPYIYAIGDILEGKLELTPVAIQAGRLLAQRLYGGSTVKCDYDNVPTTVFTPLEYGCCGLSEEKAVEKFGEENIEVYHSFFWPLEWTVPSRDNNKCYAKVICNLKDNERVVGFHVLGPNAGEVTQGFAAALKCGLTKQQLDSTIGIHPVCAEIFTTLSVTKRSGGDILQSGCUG
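Rat TrxR1, dispensed at 90 nM, was prereduced with 400 uM NADPH (final) for 5 min at ~22 deg C, then incubated with compound 15 min before 400 uM selenite. A first-read NADPH fluorescence drop versus no-compound background flagged substrates.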
USP1-UAF1 inh = blocks the human USP1/UAF1 deubiquitinase complex; O94782; Potency, µM (highest dose often 57.1 µM), inactives show at the top dose activity change, negative = inhibition, most hits filed as inhibitors; recombinant USP1/UAF1, Ub-Rhodamine cleavage fluorescence; 390,000 compounds, 0.23% hits; further: potency means the concentration at half of the fitted maximal effect; on the % scale 0 is the no-effect control and ±100 the full control effect; nearly all actives have a fitted effect of over 60% in size; inactives centre near -12
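USP1/UAF1 complex at 1 nM was preincubated with compound for 15 min at room temperature, then Ub-Rho substrate (150nM final) was added. Fluorescence (480/540 nm) was read kinetically, 6 reads every 60 seconds.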
D2 agonist = agonists of human D2 dopamine receptor. P14416. HEK293 T-REx D2 cells, calcium flux agonist mode. activation, % at 2 µM. 340,000 compounds, 0.53% hits;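 active means activation over 3 SD above normal in the single-dose calcium agonist read, cut at about 30% in these data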; further: 0% is about no effect
Target sequence (P14416 whole entry, looked up): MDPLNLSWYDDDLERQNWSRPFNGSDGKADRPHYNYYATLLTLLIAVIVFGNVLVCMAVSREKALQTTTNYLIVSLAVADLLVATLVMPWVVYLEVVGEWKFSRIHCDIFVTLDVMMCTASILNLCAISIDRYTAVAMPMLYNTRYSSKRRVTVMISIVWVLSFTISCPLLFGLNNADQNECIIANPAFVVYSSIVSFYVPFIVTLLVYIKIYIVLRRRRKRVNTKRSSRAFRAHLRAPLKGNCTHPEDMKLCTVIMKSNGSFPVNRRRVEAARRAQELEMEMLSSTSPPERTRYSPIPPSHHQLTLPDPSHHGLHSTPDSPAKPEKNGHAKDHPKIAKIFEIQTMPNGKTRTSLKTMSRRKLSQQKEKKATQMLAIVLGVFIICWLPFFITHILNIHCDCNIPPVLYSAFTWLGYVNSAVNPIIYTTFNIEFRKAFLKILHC
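Tetracycline-induced HEK293 T-REx cells with force-coupled D2 receptor, plated overnight at 30 C, loaded with no-wash calcium dye. After a 10 s baseline, compound was pin-added and calcium flux read kinetically for 180 s; calcium rises flagged agonists.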
D2 antagonist = D2 dopamine receptor (human) antagonism. HEK293 TREx D2 cells, calcium flux, dopamine EC80. inhibition, % at 10 µM. 340,000 compounds, 2% hits. AID 485344; in the data active means inhibition above about 30%; further: 0% is about no effect
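Calcium mobilization kinetics were recorded at 1 s intervals in tetracycline-induced HEK293 T-REx D2 cells, first for 180 s after compound addition and then 180 s after EC80 dopamine.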
TRHR agonist = activates the human TRH receptor; activation, % at 2 µM; 360,000 compounds, 0.18% hits; P34981; TRHR cells, calcium flux fluo-8, FDSS agonist mode; AID 493084; in the data active means activation above about 30%; further: 0% is about no effect
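Steps: seed TRHR cells overnight; add fluo-8 no-wash Ca dye, RT 30 min–1.5 h; record 10 s baseline; pin-transfer compounds; monitor fluorescence 1 cycle/s for the agonist window. Calcium increases flag candidate agonists.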
IDH1 R132H inh = human IDH1 R132H inhibition; O75874; IDH1-R132H enzyme, NADPH consumption, diaphorase/resazurin fluorescence; Potency, µM (titrated, usually from 76.6 µM), without a hit: at the highest dose activity change, negative = inhibition, hits mostly inhibitors; 390,000 compounds, 0.093% hits; further: potency means the concentration at half of the fitted maximal effect; on the % scale 0 is the no-effect control and ±100 the full control effect; nearly all actives have a fitted effect of over 65% in size
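IDH1-R132H (0.5 ug/mL) preincubated 30 min with compound, then NADPH (0.016 mM) and alpha-KG (2 mM) added; 80 min at RT, pH 7.5. Remaining NADPH coupled via diaphorase/resazurin to fluorescence (540/590 nm); concentration-response curves normalized to no-enzyme control.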
TrxR1 inh = blocks rat thioredoxin reductase 1 | O89049 | recombinant rTrxR1, NADPH fluorescence consumption, selenite substrate | Potency, µM (doses to about 114 µM), for inactives: top-dose activity change, negative = inhibition, hits mostly inhibitors | 390,000 compounds, 1% hits | AID 588453; further: potency means the concentration at half of the fitted maximal effect; on the % scale 0 is the no-effect control and ±100 the full control effect; nearly all actives have a fitted effect of over 65% in size
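Rat TrxR1 (90 nM in the dispensed reagent) was pre-reduced with 400 uM NADPH for 5 min at room temperature, then incubated with compound for 15 min. After 400 uM selenite was added, NADPH fluorescence (Ex 340/Em 450 nm) was followed for 8 min.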
TRHR enhancer = allosterically enhances the human TRH receptor | P34981 | TRHR cells, fluo-8 calcium fluorescence, EC20 TRH enhancement | enhancement, % at 2 µM | 360,000 compounds, 0.66% hits | AID 493056; in the data active means enhancement above about 30%; further: 0% is about no effect
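TRHR-expressing cells loaded with fluo-8 calcium dye were read kinetically (ex 480/em 530) during compound addition, then stimulated with an EC20 of TRH (10 nM final). Enhancement of the Gq-mediated intracellular calcium response was scored.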
Starred values were filed as active, the others as inactive; ? = inconclusive; . = no result given; & = joins results of further samples; ! = not active in a repeat; [ ] = remark or other dose. Unless noted, the call rests on the fitted dose curve; in most records, active means well fitted inhibition curve with a large enough effect; inconclusive means small, poorly fitted or top-dose-only effect; inactive means no such curve, though single readings can be large or run the other way. These rows are one share of the data; the hit share may differ from the screen's.

Values in the order: IDH1 R132H inh, USP1-UAF1 inh, TrxR1 substrate, TrxR1 inh, PI4K2A block, D2 antagonist, TRHR agonist, D2 agonist, TRHR enhancer
COc1cc([C@H]2Oc3cc([C@H]4Oc5cc(O)cc(O)c5C(=O)[C@@H]4O)ccc3O[C@@H]2CO)ccc1O
    -18%, -21%, 1%, 11%, -11&2, -9, -0.1, -0.2, -2
CCOc1ccc(NC(=O)Cn2cc(C(=O)c3cccs3)c3ccccc32)cc1
    6%, 7%, 6%, 34%[activator], -4, ., 0.8, 0.1, 7
CCCCC1C(=O)N(c2ccccc2)N(c2ccccc2)C1=O
    5%, -22%, 4%[57.1 µM], -2%[57.1 µM], 0&2&-2, -16, -2.3, 2.5, 6
COc1ccc(OCC(=O)Nc2cc(-c3nc4ccccc4s3)ccc2C)cc1
    15%, ?, 36%[activator], 29%, 3, ., -0.5, 0.9, -6
C=C1c2cccc(O)c2C(O)=C2C(=O)[C@]3(O)C(O)=C(C(N)=O)C(=O)[C@@H](N(C)C)[C@@H]3[C@@H](O)[C@H]12
    -8%, ?, -11%, -30%, ?, -7, -0.1, -0.2, 7
O=c1ccn([C@H]2C[C@H](O)[C@@H](CO)O2)c(=O)[nH]1
    -2%, -2%, -3%, 12%, 5, ., ., ., .
Cc1ccc(Nc2nc3ccccc3c3nnc(C)n23)c(C)c1
    -8%, ?, 4%, 34%, -1, ., -0.5, -1.0, 0
CCC(Sc1nc2ccccc2c2nc(CCn3cncc3C)nn12)C(=O)Nc1cccc(OC)c1 (stereo unspecified)
    -8%, -28%, 1%[57.1 µM], 11%[57.1 µM], 4, ., -1.0, -0.1, 5
Cn1c(=O)c2c(ncn2CCO)n(C)c1=O
    -5%, -10%, 8%, 12%, -6&-5, -10, 0.4, -2.6, -3
O=C(O)CNC(=O)c1ccccc1
    -8%, -10%, -6%, 4%, 1&0, -5, 0.0, -0.6, -3
NC(N)=NC(=O)Cc1c(Cl)cccc1Cl
    13%, -29%, 7%[57.1 µM], 14%[57.1 µM], -1&4&2, 7, -0.8, 15, 16
Cc1cccc(NC(c2ccccc2F)c2ccc3ccc(C)nc3c2O)n1 (stereo unspecified)
    -5%, -5%, -6%[57.1 µM], ?, -2, ., 0.0, 0.0, -4
COc1ccc(CNC(=O)Nc2ccc3c(c2)N(C)C(=O)c2ccccc2S3)cc1OC
    -6%, 12%, 7%, 6%, -3, ., -0.2, -0.6, -7
COc1ccc(CN2CCN(C(c3ccc(F)cc3)c3ccc(F)cc3)CC2)c(OC)c1OC
    6%, -16%, 4%, 22%, 0&-5, ., ., ., .
CC1OC(CC(=O)O)CC2=C1C(=O)c1c(O)cccc1C2=O (stereo unspecified)
    12%, 11µM*, -94%[57.1 µM], -112%[57.1 µM], -59*, ., ., ., .
C[C@@H]1C[C@H]2[C@@H]3C[C@H](F)C4=CC(=O)C=C[C@]4(C)[C@@]3(F)[C@@H](O)C[C@]2(C)[C@@]1(O)C(=O)COC(=O)C(C)(C)C
    10%, -32%, 9%, 37%[activator], -1, 6, 0.5, -0.4, -5
Cc1cccc(C)c1NC(=O)C1CCCCN1C (stereo unspecified)
    -22%, 18%, -2%, 8%, 0, 28, 0.4, -0.6, -5
Cc1ccccc1Cc1c(C)nc2c(-c3ccccc3)c(C)[nH]n2c1=O
    -5%, -13%, 1%, 23%, -4, ., -0.5, -1.2, 0
C[C@H]1c2cccc(O)c2C(O)=C2C(=O)[C@]3(O)C(O)=C(C(N)=O)C(=O)[C@@H](N(C)C)C3[C@@H](O)C21 (stereo partly specified)
    -1%, -26%, -5%, 1%, -4, -11, 0.0, 0.7, 19
O=C1Cc2c([nH]c3ccc([N+](=O)[O-])cc23)-c2ccccc2N1
    1%, -14%, 17%[57.1 µM], 21%[11.4 µM], 3, ., ., ., .
C/C=C(/C)C(=O)O[C@@H]1c2cc(OC)c(OC)c(OC)c2-c2c(cc3c(c2OC)OCO3)C[C@H](C)[C@]1(C)O
    -6%, -21%, 11%, 21%, 0, -16, 0.2, 0.0, -2
Nc1c2c(nc3ccccc13)CCCC2O (stereo unspecified)
    -1%, -11%, -2%, 8%, 5&0&-7, ., ., ., .
COc1ccc2ccc(=O)oc2c1
    -6%, -6%, 151%[activator], -5%, -2, -2, -0.3, 0.4, 12
COc1c(O)cc2c(c1O)[C@@H]1O[C@H](CO)[C@@H](O)[C@H](O)C1OC2=O (stereo partly specified)
    14%, -19%, 3%[57.1 µM], 4%[57.1 µM], -1, -4, -0.2, 0.8, 2
C/C=C(/C)C(=O)OC1c2c(ccc3ccc(=O)oc23)OC(C)(C)C1OC(=O)/C(C)=C\C (stereo unspecified)
    2%, 4%, -12%, ?, -3, 11, 0.5, 0.1, -15
CN(C)CCOc1ccccc1Cc1ccccc1
    -10%, -4%, 3%, 15%, 2&3, 22, 0.9, 0.2, 3
O=C(Nc1ccc(C(=O)O)c(O)c1)c1ccccc1
    -8%, -17%, -3%, 3%, -50*!, 18, 0.6, -0.3, 11
Cc1ccc(NC(=O)Cn2c(=O)n(CCC(=O)N3CCc4ccccc4C3)c(=O)c3ccccc32)c(C)c1
    17%, -9%, -8%, -12%, -2, ., -0.7, -0.1, 13
Cc1ccnc(NC(c2cccc(O)c2)c2ccc3ccc(C)nc3c2O)c1 (stereo unspecified)
    -16%, -12%, 5%, ?, 1, ., 0.0, -0.2, 5
COc1ccc(/C=C/C(=O)O)cc1
    -13%, 16%, -5%, 5%, -2, ., ., ., .
Cc1[nH]c2ccccc2c1/C=N/NC(N)=S
    -1%, -9%, -18%, -33%, -7, 16, 0.1, 0.7, -5
O=c1cc(-c2ccc(O)cc2)oc2cc(O[C@@H]3O[C@H](CO)[C@@H](O)[C@H](O)[C@H]3O[C@@H]3OC[C@](O)(CO)[C@H]3O)cc(O)c12
    11%, -25%, -11%, -23%, 3, -5, 0.3, -1.0, 6
NNC(=O)CP(=O)(c1ccccc1)c1ccccc1
    6%, -24%, 8%, 24%, -2&-4, 12, 1.4, 1.5, -3
COc1ccc2nc(NC(=O)Nc3ccccc3)sc2c1
    -4%, -21%, -2%, 2%, -3&0, 24, 1.9, 1.6, 12
CCCOC(=O)c1ccc(O)cc1
    -6%, -22%, 4%[57.1 µM], 17%[57.1 µM], -9, 12, -0.4, 0.0, -2
COc1ccc(/C=N/NC(=O)c2ccncc2)cc1OC
    -1%, -1%, -14%, -7%, -9&-1, 2, 0.3, 0.5, 4
CCn1cc(C(=O)O)c(=O)c2cc(F)c(N3CCNCC3)nc21
    0%, -13%, 2%, 22%, -4&-5, ., ., ., .
COC(=O)C1=CO[C@@H](OC2OC(CO)C(O)C(O)C2O)[C@@H]2[C@@H](C)[C@@H](O)C[C@H]12 (stereo partly specified)
    -4%, 0%, -1%, 7%, 2, ., ., ., .
Cc1cccc2nc(-c3ccccn3)c(Nc3ccccc3)n12
    -11%, -13%, 5%, 16%, -9, ., -1.8, -0.5, -6
Cc1ccccc1C(=O)Nc1cccc(-c2nc3cccnc3s2)c1
    2%, 7%, -9%, -4%, -8, ., 0.2, 1.7, -3

Eight successive entries from above, quoted:
Values in the order: IDH1 R132H inh, USP1-UAF1 inh, TrxR1 substrate, TrxR1 inh, PI4K2A block, D2 antagonist, TRHR agonist, D2 agonist, TRHR enhancer
NNC(=O)CP(=O)(c1ccccc1)c1ccccc1
    6%, -24%, 8%, 24%, -2&-4, 12, 1.4, 1.5, -3
COc1ccc2nc(NC(=O)Nc3ccccc3)sc2c1
    -4%, -21%, -2%, 2%, -3&0, 24, 1.9, 1.6, 12
CCCOC(=O)c1ccc(O)cc1
    -6%, -22%, 4%[57.1 µM], 17%[57.1 µM], -9, 12, -0.4, 0.0, -2
COc1ccc(/C=N/NC(=O)c2ccncc2)cc1OC
    -1%, -1%, -14%, -7%, -9&-1, 2, 0.3, 0.5, 4
CCn1cc(C(=O)O)c(=O)c2cc(F)c(N3CCNCC3)nc21
    0%, -13%, 2%, 22%, -4&-5, ., ., ., .
COC(=O)C1=CO[C@@H](OC2OC(CO)C(O)C(O)C2O)[C@@H]2[C@@H](C)[C@@H](O)C[C@H]12 (stereo partly specified)
    -4%, 0%, -1%, 7%, 2, ., ., ., .
Cc1cccc2nc(-c3ccccn3)c(Nc3ccccc3)n12
    -11%, -13%, 5%, 16%, -9, ., -1.8, -0.5, -6
Cc1ccccc1C(=O)Nc1cccc(-c2nc3cccnc3s2)c1
    2%, 7%, -9%, -4%, -8, ., 0.2, 1.7, -3

The list goes on.
Values in the order: IDH1 R132H inh, USP1-UAF1 inh, TrxR1 substrate, TrxR1 inh, PI4K2A block, D2 antagonist, TRHR agonist, D2 agonist, TRHR enhancer
CC(=O)Nc1ccccc1
    19%, -17%, 2%, 22%, 2&4, ., ., ., .
COc1c(O)cc2c(c1O)[C@@H]1OC(CO)C(O)C(O)[C@H]1OC2=O (stereo partly specified)
    -8%, -19%, 1%, 6%, 1, ., ., ., .
O=C(O)/C=C/c1ccc(O)cc1
    -13%, 17%, -9%, -11%, 5, ., ., ., .
CNc1c2c(nn1C)CCCC2
    0%&0%, ?, 5%&5%, 16%&21%, -3&1&-1, -2&21, -0.6&0.2, 0.6&0.9, 5&-3
Cc1cccc2c1NC(=O)/C2=C\C(=O)c1cccs1
    -1%, -10%, -9%, -28%, 7, -8, 1.2, 2.1, 3
CC12CCC(=O)C=C1CCC1C2CCC2(C)C1CC[C@]2(O)C(=O)CO (stereo partly specified)
    8%, -17%, -7%, -10%, 5, -21, 0.3, 0.3, 1
